TSG101-PTAP inh = blocks PTAP/TSG101 interaction to inhibit HIV-1 budding. Potency, µM (titrated, usually from 115 µM), without a hit: at the top dose activity change, negative = inhibition, hits mostly inhibitors. 340,000 tested, under 10 active. Fluorescence polarization, FITC-PTAP peptide / Tsg101 binding. Q99816; active = well fitted inhibition curve with a large enough effect in the main read-out, with a control signal flat, not every such curve was filed as active; inconclusive = small, poorly fitted or top-dose-only effect, or effect the other way, or a change in a side signal; inactive = no such curve, though single readings can be large or run the other way; note: potency is the fitted concentration of half-maximal effect; % of control where 0% means no effect
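Compounds were pin-transferred onto Tsg101 binding domain (10 uM final) in HEPES pH 7.5 buffer, then FITC-PTAP peptide was added at 50 nM final. After 20 min at RT, polarization reported peptide displacement across a qHTS concentration series.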
Menin-MLL TR inh = inhibitors of human menin-MLL interaction, mutant MLL peptide; O00255; Menin + Texas Red MLL mutant peptide, fluorescence polarization; AID 1768; Potency, µM (top dose mostly 61.6 µM), for inactives: at the top dose FP activity change, negative = inhibition, most hits filed as inhibitors; hit rate 0.23% among 270,000; active = well fitted inhibition curve with a large enough effect in the polarisation, with a control signal flat, not every such curve was filed as active; inconclusive = small, poorly fitted or top-dose-only effect, or effect the other way, or a change in a side signal; inactive = no such curve, though single readings can be large or run the other way; the % refers to the polarisation; note: potency is the fitted concentration of half-maximal effect; % of control where 0% means no effect; many of its hits are not listed in these tables
MBNL1-CUG inh = inhibitors of human MBNL1 binding to CUG repeat RNA; Q9NR56; TR-FRET MBNL1-His/biotin-(CUG)12 binding, 665/545 ratio; Potency, µM (doses to about 57.5 µM), for inactives: at the highest dose activity change, negative = inhibition, usual class: inhibitors; hit rate 0.036% among 280,000; AID 2675; active = well fitted inhibition curve with a large enough effect in the signal ratio, with a control signal flat, not every such curve was filed as active; inconclusive = small, poorly fitted or top-dose-only effect, or effect the other way, or a change in a side signal; inactive = no such curve, though single readings can be large or run the other way; the % refers to the signal ratio; note: potency is the fitted concentration of half-maximal effect; % is set by controls: 0 for no effect and ±100 for the full control effect
Target sequence (Q9NR56 whole entry, looked up): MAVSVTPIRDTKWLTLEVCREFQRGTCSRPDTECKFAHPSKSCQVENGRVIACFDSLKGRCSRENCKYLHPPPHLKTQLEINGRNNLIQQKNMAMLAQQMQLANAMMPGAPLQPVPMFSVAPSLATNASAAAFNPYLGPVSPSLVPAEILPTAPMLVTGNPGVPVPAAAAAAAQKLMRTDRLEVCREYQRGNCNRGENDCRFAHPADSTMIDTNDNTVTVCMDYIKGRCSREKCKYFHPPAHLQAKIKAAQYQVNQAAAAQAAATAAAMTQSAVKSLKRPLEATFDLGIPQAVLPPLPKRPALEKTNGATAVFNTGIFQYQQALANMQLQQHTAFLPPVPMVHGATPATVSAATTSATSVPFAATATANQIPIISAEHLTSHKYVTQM
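Compound titration spanned 92 nM–58 uM against the MBNL1-His/biotin-(CUG)12 complex. After 60 min at room temperature with 5 nM streptavidin-XL665 and 0.055 ng/ul terbium anti-His, ratiometric 665/545 nm emission (Ex 340 nm) normalized to controls.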
S-ASM inh = human S-ASM enzyme inhibition; placental ASM, HMU-PC fluorogenic substrate, 60 min; Potency, µM (top dose mostly 57.5 µM), for inactives: top-dose activity change, negative = inhibition, most hits filed as inhibitors; hit rate 0.006% among 340,000; AID 504937; note: potency is the fitted concentration of half-maximal effect
Target sequence (P17405 47-631 limits assumed): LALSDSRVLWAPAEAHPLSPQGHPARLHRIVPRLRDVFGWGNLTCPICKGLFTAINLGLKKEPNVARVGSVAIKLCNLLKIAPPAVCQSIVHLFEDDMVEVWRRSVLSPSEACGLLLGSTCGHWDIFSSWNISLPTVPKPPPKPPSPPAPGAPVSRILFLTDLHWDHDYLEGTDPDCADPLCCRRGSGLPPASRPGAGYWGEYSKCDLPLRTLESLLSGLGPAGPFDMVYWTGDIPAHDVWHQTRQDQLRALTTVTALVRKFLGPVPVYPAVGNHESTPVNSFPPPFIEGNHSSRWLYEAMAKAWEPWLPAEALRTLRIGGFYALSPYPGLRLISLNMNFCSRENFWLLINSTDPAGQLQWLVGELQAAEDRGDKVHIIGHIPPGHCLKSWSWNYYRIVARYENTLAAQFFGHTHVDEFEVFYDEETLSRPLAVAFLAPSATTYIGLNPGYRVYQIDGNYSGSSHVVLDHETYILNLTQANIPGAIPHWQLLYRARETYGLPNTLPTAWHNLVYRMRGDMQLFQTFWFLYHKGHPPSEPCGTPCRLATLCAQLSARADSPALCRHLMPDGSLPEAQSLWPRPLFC
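Fluorogenic HMU-PC substrate (9 uM final) is turned over by placental ASM in 60 min at 37 C after a 10 min compound preincubation. Reaction ended by alkaline stop (pH 10), with fluorescence read at 386/447 nm.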
TSHR antagonist = antagonists of human thyroid stimulating hormone receptor. TSHR-expressing cells, TSH-stimulated cAMP HTRF, 2 h; stronger effect = lower value. activity change, negative = inhibition, % at 11.5 µM. hit rate 0.2% among 330,000. AID 504810;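 active = activity change below a set negative limit, meaning inhibition stronger than a set level, cut at about -70% in these data; inconclusive = activity change between two set negative limits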; note: % is set by controls: 0 for no effect and ±100 for the full control effect
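Cell-based HTRF cAMP assay; TSHR cells + compound, TSH EC80 (4nM final), 2 h, 37 deg C. Lysis with anti-cAMP cryptate and cAMP-d2, 30 min RT, read 665/620 nm.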
Mito fusion act = mitochondrial division inhibition or fusion activation; S. cerevisiae fusion-defective mutant growth rescue, CellTiterGlo 48 h; hit rate 0.23% among 320,000; Potency, µM (titrated, usually from 46.1 µM), without a hit: at the highest dose growth rescue (activation), hits mostly activators;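 note: potency is the fitted concentration of half-maximal effect; % of control where 0% means no effect; nearly all actives have a fitted effect of over 45% in size; temperature-sensitive fusion mutants such as fzo1-1 at 37 °C on non-fermentable ethanol glycerol medium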
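Temperature-sensitive fusion-defective S. cerevisiae (e.g. fzo1-1, mgm1-5) were grown with compound in YPEG medium (3% ethanol, 3% glycerol) for 48 hours at 37C. Growth rescue was measured as viability by CellTiterGlo luminescence after 10 minutes at ambient.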
MLL CXXC-DNA inh = blocks binding of human MLL CXXC domain to DNA; MLL-CXXC / FITC-HOXA9 DNA fluorescence polarization; Potency, µM (series often up to 115 µM), for the others: at the top dose activity change, negative = inhibition, hits mostly inhibitors; hit rate 0.037% among 290,000; AID 2662; active = well fitted inhibition curve with a large enough effect in the polarisation, with a control signal flat, not every such curve was filed as active; inconclusive = small, poorly fitted or top-dose-only effect, or effect the other way, or a change in a side signal; inactive = no such curve, though single readings can be large or run the other way; the % refers to the polarisation; note: potency is the fitted concentration of half-maximal effect
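Steps: dispense CXXC domain solution (7 uM) → pin compounds or unlabeled HOX-A9 DNA control → 5 min ambient → add FLSN-HOX-A9 solution (50 nM) → spin → 30 min ambient → fluorescence polarization. Tris pH 7.5/NaCl/DTT/BSA buffer.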
a7 integrin act = activators of alpha7 integrin expression for muscular dystrophy; alpha7betagal myoblasts, beta-gal FDG fluorescence, 48 h; Potency, µM (highest dose often 38.3 µM), for inactives: at the highest dose activation, actives largely listed as activators; hit rate 0.064% among 350,000;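 note: potency is the fitted concentration of half-maximal effect; 100% = response of the positive control SU9516; nearly all actives have a fitted effect of over 60% in size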
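Alpha7betagal+/- myoblasts (passage 13) were plated 16-24 hr, then exposed to compounds (1:260 dilution of DMSO stock) for 48 hours at 37C. After MPER lysis, β-galactosidase reporter activity was read as FDG fluorescence (ex 480/em 540) after 30 minutes.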
TCR act = activates T cell receptor signaling; primary human leukocytes, anti-CD3, IL-2 HTRF, 48 h; 330,000 tested, under 10 active; Potency, µM (top dose mostly 9.22 µM), inactives show top-dose activation of IL-2 secretion, actives largely listed as activators; note: % of control where 0% means no effect
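Primary human leukocytes were stimulated with a-CD3 beads plus compounds for 48 hr without co-stimulation; secreted IL-2 was quantified by HTRF using a-IL-2-K (europium cryptate) and a-IL-2-d2, excited at 320nm with acceptor emission read at 665nm.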
AT treatment = candidate therapy for ataxia-telangiectasia. AID 485349. Potency, µM (doses to about 57.5 µM), for the others: top-dose activation, most hits filed as activators. hit rate 0.19% among 320,000. […] A-T fibroblasts, KAP-1 phosphorylation AlphaLISA; neocarzinostatin DNA damage 30 min before lysis; note: potency is the fitted concentration of half-maximal effect; % of control where 0% means no effect; nearly all actives have a fitted effect of over 45% in size
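ATM-like activity read as KAP-1 phosphorylation via AlphaLISA donor/acceptor antibody pairs after lysis and 6 hr at 25C. Cells were ATM-null patient fibroblasts ([…], hTERT), dosed 60 min, then exposed to the DSB inducer NCS for 30 min.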
Numbers without * were called inactive; ? = inconclusive; . = no result given; & = joins results of further samples; [ ] = dose if it differs, or a comment. Unless noted, calls come from the whole dose curve; as a rule, active = well fitted curve in the direction sought with a large enough effect; inconclusive = small, poorly fitted or top-dose-only effect, or another doubt; inactive = no such curve, though single readings can be large; an effect the other way counts as inactive or inconclusive. An excerpt, so the mix of outcomes need not match the whole.

SMILES	TSG101-PTAP inh	Menin-MLL TR inh	MBNL1-CUG inh	S-ASM inh	TSHR antagonist	Mito fusion act	MLL CXXC-DNA inh	a7 integrin act	TCR act	AT treatment
O=C(CCn1c(=O)[nH]c2ccccc2c1=O)N1CC=C(c2ccccc2)CC1	-2%	-9%	-7%	-2%	-6	18%	-4%	12%	3%	-1%
Cc1ccccc1N1CC(C(=O)Nc2ccc(S(=O)(=O)N3CCOCC3)cc2)CC1=O (stereo not drawn)	0%	.	-2%	6%	-1	2%	-4%	-12%	6%	18%
CCCCn1c(N)c(N(CC(C)C)C(=O)c2ccc(-c3ccc([N+](=O)[O-])cc3)o2)c(=O)[nH]c1=O	0%	.	.	0%	9	-8%	.	-17%	-2%	5%
CC(=O)c1cccc(NC(=O)Nc2ccc3c(c2)N(C)C(=O)CS3)c1	-5%	23%	-10%	-9%	-21	-2%	2%	?	-1%	0%
CCC(=O)c1cn(CC(=O)Nc2c(C)cccc2C)c2ccccc12	-4%	16%	6%	3%	-3	3%	13%	-31%[inhibitor]	4%	-7%
COC(=O)c1ccc(S(=O)(=O)N2CCC(O)CC2)n1C	2%	.	-2%	1%	-22	7%	23%	27%	8%	?
COc1ccc(OC)c(N(CC(=O)O)S(=O)(=O)c2ccc(OC)c(OC)c2)c1	-10%	-12%	-17%	4%	-12	3%	6%	8%	.	4%
Cc1[nH]c(C)c(S(=O)(=O)Nc2cccc(Cl)c2C)c1C(=O)N1CCCCC1	-1%	16%	3%	-2%	-3	14%	8%	2%	7%	0%
CC(=O)Nc1cccc(Nc2nc(-c3ccccc3F)nc3ccccc23)c1	-1%	?	-1%	-2%	-11	-3%	6%	-8%	-2%	16%
CC(C)(C)NC(=O)CSc1nnc(-c2ccccn2)n1-c1ccccc1	0%	15%	-8%	5%	1	-7%	4%	28%	3%	7%
Cc1ccc2cc(CCNS(=O)(=O)c3ccc(Br)cc3)c(=O)[nH]c2c1C	-2%	18%	1%	-10%	-9	22%	-4%	-457%[inhibitor]	2%	-3%
CCOc1cc(N2CCOCC2)c(OCC)cc1NC(=O)c1nn(CC)c(=O)c2ccccc12	-5%	.	.	-6%	0	3%	.	-15%	3%	-1%
O=C(COC(=O)c1cccnc1Nc1cccc(C(F)(F)F)c1)NC1CCS(=O)(=O)C1 (stereo not drawn)	-9%	24%	-4%	-1%	-13	-13%	0%	14%	0%[46.1 µM]	-7%
CCOC(=O)c1cc(-c2ccccc2)sc1NC(=S)Nc1cc(C)ccn1	?	?	47%[activator]	9%	-2	-1%	10%	14%	4%	6%
COc1cc(C#N)c(NC(=S)N2CCOCC2)cc1OC	.	1%	-7%	.	4	-11%	5%	.	.	-2%
O=C(c1ccccc1Cl)c1c(O)c2ccccc2oc1=O	0%	.	.	8%	.	.	.	-19%	4%	.
CC(Oc1ccc(Cl)cc1)C(=O)N1CCCc2ccccc21 (stereo not drawn)	-2%	-24%	3%	0%	-13	1%	?	5%	-5%	-2%
CN(C)c1ccc(N=Nc2ccccc2C(=O)OCC(=O)Nc2ccccc2C(F)(F)F)cc1	-13%	-11%	?	-28%	-2	5%	2%	-52%[inhibitor]	-3%[46.1 µM]	-14%
Cc1[nH]c2ccccc2c1/C=N/NC(=O)c1cccc(S(=O)(=O)Nc2cccc(C(F)(F)F)c2)c1	-1%	?	2%	-26%	-16	0%	-8%	17%	-7%	-4%
Cc1ccnc(NS(=O)(=O)c2ccc(NC(=O)C3C4C=CC(C4)C3C(=O)O)cc2)n1 (stereo not drawn)	-1%	0%	-5%	3%	-9	5%	7%	20%	3%	-2%
Cc1sc2nc(C(C)Sc3n[nH]c(N)n3)[nH]c(=O)c2c1C (stereo not drawn)	.	6%	.	.	-13	13%	19%	.	.	0%
Cc1nn(-c2ccccc2)c(/N=C/c2ccc(O)cc2)c1-c1ccccc1	-2%	?	-6%	-9%	3	-3%	-2%	12%	7%[46.1 µM]	-4%
COc1ccc(CN2CCN(c3ccccn3)CC2)c(OC)c1C	-3%&-6%	.	.	4%&3%	8	2%	-2%	0%&-27%	-4%&-6%	-4%
COc1ccc(Cc2nnc(SCC(=O)c3ccc4c(c3)OCO4)o2)cc1	-1%	.	.	0%	-10	5%	.	1%	3%	-1%
COc1ccccc1/C=N/NC(=O)c1csc(C)c1C	-7%	-7%	-12%	-1%	-7	-2%	-1%	7%	-3%[46.1 µM]	-11%
COCCn1c(=O)[nH]c2cc(C(=O)NCCN3CCN(c4cccc(Cl)c4)CC3)ccc2c1=O	-6%	-5%	-10%	111%[activator]	-4	-3%	12%	-12%	-4%	3%
O=C(CCS(=O)(=O)c1ccccc1)NC1CCCCC1	1%	.	2%	2%	13	-1%	11%	-16%	-2%	26%
O=C(COC(=O)/C=C/c1cccc([N+](=O)[O-])c1)Nc1ccc(Cl)cn1	-4%	.	.	-2%	6	1%	.	-12%	3%	12%
CCOc1ccc(-c2n[nH]c(C(=O)NN)c2C)cc1	-6%	7%	-4%	3%	0	?	4%	11%	-3%[46.1 µM]	-1%
CCN(Cc1cnn(C)c1)C(=O)c1ccc2nc(Cc3cccc(Cl)c3)oc2c1	-7%	1%	5%	2%	-1	-7%	-6%	0%	-3%	-7%
COc1cccc(CNC(=O)CCN2C(=O)[C@@H]3Cc4ccccc4CN3C2=O)c1	-3%	-5%	-5%	-1%	16	?	51%[activator]	-3%	10%	-9%
COc1cc(C(=O)Nc2ccc(Cl)c(C(F)(F)F)c2)cc(OC)c1OC	2%	28%	.	?	-10	?	12%	-7%	3%	4%
CCC(=O)Nc1cccc(C2=NOC3(C2)C[C@H](C(N)=O)N(C(=O)c2ccc(Cl)cc2)C3)c1 (stereo partly drawn)	-1%	.	1%	3%	2	26%	-9%	0%	-7%	-19%
NC(=O)N/N=C/c1cn(CC(=O)Nc2ccc(F)cc2)c2ccccc12	-2%	.	-9%	-5%	1	0%	-2%	5%	-6%	3%
O=C(c1ccccc1)c1cccn1CC(=O)N1CCc2ccccc2C1	-1%	-16%	-7%	-1%	-5	12%	7%	0%	5%	-3%
COc1ccc(OC)c(-n2c(=O)c3ccccc3c3ccccc3c2=O)c1	-1%	14%	6%	-1%	16	-5%	-7%	22%	1%[46.1 µM]	8%
COC(=O)C1=C(C)N(c2ccc(C)cc2)/C(=C/c2cccs2)C1=O	-3%	-10%	-1%	-18%	9	-1%	1%	-47%[inhibitor]	.	-1%
Cc1nc(OCC(=O)c2ccc(Cl)cc2)c(C#N)c2c1COC(C)(C)C2	0%	1%	4%	-5%	-14	-1%	4%	4%	1%	.
O=C(NCCC1=CCCCC1)C1CCC(CNc2nc(=S)[nH]c3ccccc23)CC1 (stereo not drawn)	-8%	?	0%	8%	-4	8%	22%	0%	6%	0%
Cc1cc(F)ccc1S(=O)(=O)Nc1ccccc1C(=O)Nc1ccccc1N1CCOCC1	-5%	6%	2%	-1%	-13	7%	-11%	20%	4%	3%
CC(C)c1nc2ccccc2n1CCC(=O)O	-5%	.	-5%	-2%	5	0%	0%	14%	7%	6%
CC(C)(C)c1cc[n+](/C(C(=S)NC2CC2)=C(/[O-])c2ccc(Cl)s2)cc1	-1%	-3%	2%	-1%	6	2%	0%	-21%	-2%	-3%
COc1cc(S(=O)(=O)Nc2cccc(C)c2)ccc1N=Cc1c(C)[nH]n(-c2ccccc2)c1=O	.	?	.	.	-18	-2%	10%	.	-7%	-5%
Cc1cc(Nc2ccccc2)n(C(=O)c2ccc(N)cc2)n1	0%	-9%	-5%	-11%	-10	?	-5%	3%	-9%	0%
COC(=O)c1ccccc1NC(=O)c1cc2n(n1)C(C(F)F)CC(C(F)F)N2 (stereo not drawn)	1%	1%	0%	0%	-7	0%	-12%	11%	7%	0%
COc1ccc2oc(C(=O)N3CCN(S(=O)(=O)c4ccc(F)cc4)CC3)c(C)c2c1	-2%	.	.	-2%	-3	.	.	-6%	-1%[46.1 µM]	4%
COc1ccc(OCCCC(=O)Nc2cccc([N+](=O)[O-])c2)cc1	-1%	17%	?	-1%	-8	2%	5%	-21%	-2%[46.1 µM]	-2%
COc1ccc(N(CC(=O)Nc2cc(Cl)ccc2OC)S(=O)(=O)c2c(C)noc2C)cc1	-13%	20%	-8%	0%	?	11%	7%	-17%	-3%	-16%
